# MrgX1 allo act: positive allosteric modulators of MrgX1, primary screen, HEK293 cells, Fluo-4 calcium flux. FDSS; active compounds read high. B-score at 10 µM. 310,000 tested, 0.63% active. AID 588675, 2011;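 active means plate-corrected calcium response at least 3 library SD above typical, normal starting fluorescence, not activating the receptor alone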;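 further: compound read alongside a low EC10 to EC30 dose of BAM8-22 agonist; peak minus trough fluorescence over baseline measured at the second addition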
# TRPC6 activator: mouse TRPC6 channel activators, primary screen, cell-based, HEK293, membrane potential dye; HEK293-TRPC6 membrane potential dye fluorescence; active compounds read high; B-score at 10 µM; 310,000 tested, 0.13% active;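 active means B-score of the integrated fluorescence ratio above library mean plus 3 SD, and starting fluorescence ratio within library mean plus 5 SD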;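 further: higher score means more depolarization so channel activation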
# Target sequence (Q61143 whole entry, looked up): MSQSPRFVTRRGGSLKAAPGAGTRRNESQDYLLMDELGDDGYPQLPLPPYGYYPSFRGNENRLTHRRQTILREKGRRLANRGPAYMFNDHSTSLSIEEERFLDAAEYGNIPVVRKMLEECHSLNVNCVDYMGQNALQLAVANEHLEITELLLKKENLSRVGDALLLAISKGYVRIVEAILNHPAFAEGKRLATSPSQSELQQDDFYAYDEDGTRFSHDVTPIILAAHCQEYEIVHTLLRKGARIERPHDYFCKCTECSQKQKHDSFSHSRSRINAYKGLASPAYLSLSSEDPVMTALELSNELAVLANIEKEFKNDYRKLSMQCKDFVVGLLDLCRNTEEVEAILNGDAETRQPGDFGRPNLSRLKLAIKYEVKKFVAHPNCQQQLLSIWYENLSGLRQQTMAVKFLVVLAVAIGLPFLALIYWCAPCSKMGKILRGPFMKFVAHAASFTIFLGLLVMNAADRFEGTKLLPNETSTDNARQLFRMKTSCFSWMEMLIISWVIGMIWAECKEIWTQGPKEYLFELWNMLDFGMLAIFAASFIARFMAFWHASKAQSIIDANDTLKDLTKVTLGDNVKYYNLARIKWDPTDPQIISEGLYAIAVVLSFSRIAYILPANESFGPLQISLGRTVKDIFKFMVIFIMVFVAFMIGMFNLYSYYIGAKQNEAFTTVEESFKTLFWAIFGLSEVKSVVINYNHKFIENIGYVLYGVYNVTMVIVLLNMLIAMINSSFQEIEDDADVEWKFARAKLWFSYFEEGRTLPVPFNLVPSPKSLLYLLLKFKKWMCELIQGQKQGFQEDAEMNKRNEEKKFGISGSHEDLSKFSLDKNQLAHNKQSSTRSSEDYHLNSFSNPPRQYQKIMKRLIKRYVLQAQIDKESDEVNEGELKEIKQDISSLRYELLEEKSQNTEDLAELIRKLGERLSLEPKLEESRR
# MrgX1 antag: antagonists of human MrgX1 receptor, primary screen, HEK293 cells, Fluo-4 calcium flux; Mas-related G-protein coupled receptor member X1 (Homo sapiens), Q96LB2; BAM8-22 antagonism; active compounds read low; B-score at 10 µM; 310,000 tested, 1.3% active;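 active means calcium-response B-score plate-corrected more than 3 library SD below zero, starting fluorescence within 5 deviations, no agonist response on first addition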;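 further: peak minus trough fluorescence over baseline after final BAM8-22 challenge near maximal dose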
# HIF activator: HIF pathway transcriptional activators, primary screen, cell-based, U2OS HRE-luciferase, luminescence | U2OS HRE-luciferase reporter; normalized: DMSO 0%, desferrioxamine 100% | activation, % at 7.5 µM (by protocol) | 300,000 tested, 0.32% active | AID 1910, 2009;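 active means mean activation of at least 10% of the iron chelator positive control signal, with at least half of replicates also reaching 10%; inconclusive means mean and replicate majority disagree about reaching 10%; inactive means mean and most replicates under 10%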
# TRPC4 inh: inhibitors of mouse TRPC4 channel, primary screen, Fluo4 calcium, HEK293 TRPC4beta/mu-opioid cells | DAMGO-evoked Fluo4 calcium flux; active compounds read low | 300,000 tested, 0.39% active | Short transient receptor potential channel 4 (Mus musculus), Q9QUQ5 | B-score at 10 µM;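 active means B-score over 3 SD under the library average, no early fluorescence shift, positive overall ratio signal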
#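 Test system – stable TRPC4beta/mu-opioid receptor HEK293 cells · Probe or stimulus – DAMGO, a submaximal dose followed by a maximal one · Dosing – one concentration per compound · Signal – Fluo4 calcium fluorescence by kinetic imaging, 5 s 1 Hz baseline · Evaluation – per-well B score of integrated baseline-normalized Fluo4 ratio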
# MrgX1 ag: agonists of human MrgX1 receptor, primary screen, HEK293 cells, Fluo-4 calcium flux; Mas-related G-protein coupled receptor member X1 (Homo sapiens), Q96LB2; Fluo-4 calcium fluorescence, agonist mode; active compounds read high; B-score at 10 µM; 310,000 tested, 0.44% active;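 active means calcium response B-score plate-corrected fluorescence ratio at least 3 library SD, with starting fluorescence B-score inside 5 SD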
#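 System – MrgX1-expressing HEK293 cells · Incubation – cells plated overnight, dye loaded 0.5 h 37 °C, 0.5 h room temperature · Technique – kinetic Fluo-4 NW fluorescence of intracellular calcium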
# AI-2 QS modul: Vibrio harveyi AI-2 quorum sensing modulators, primary screen, JMH597 strain, luminescence/OD600 ratio; 300,000 tested, 0.4% active; activity change, % at 7.5 µM; Vibrio harveyi JMH597 AI-2 luminescence/OD600 ratio, 9 h; active compounds read low; strain lacks LuxN and CqsS sensors; 0 = neutral-control median; in the data active means activity change below about -75%, passing the limit was not always enough; inconclusive means no clear call, values can overlap the other calls;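 further: luminescence divided by OD600 gain over 9 h not by final OD600 alone; inactives centre near 13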
# PolyA inh: polyadenylation inhibitors in yeast reporter cells, primary screen, luminescence, S. cerevisiae; S. cerevisiae SKY197-pL101 polyadenylation reporter, beta-gal luminescence; efflux-impaired pdr1/pdr3 knockout yeast; score 100 = 6 SD above DMSO; calls only at 12 µM; 300,000 tested, 0.02% active; AID 1875, 2009;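 active means lowest replicate activity score at least 50, where 100 means six control SD above control mean; inconclusive means lowest score under 50 but half or more replicates reach 50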;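 further: yeast exposed to compound for 9 h at 30 °C; higher score means more reporter readthrough which indicates perturbed polyadenylation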
# TRPC4 potent: positive allosteric modulators of TRPC4, primary screen, cell-based, mouse TRPC4beta, HEK293 mu-opioid, Fluo-4 calcium; DAMGO EC20, Fluo-4 Ca2+ flux; active compounds read high; B-score at 10 µM; 310,000 tested, 0.42% active;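 active means B-score of calcium response area above 5 SD of library B-scores, with initial fluorescence ratio within 5 SD of library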;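 further: B-score of integrated fluorescence ratio over time as area under calcium response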
# TRPC6 inhibitor: mouse TRPC6 channel inhibitors, primary screen, cell-based, HEK293, membrane potential dye. Short transient receptor potential channel 6 (Mus musculus), Q61143. ACh-evoked depolarization; active compounds read low. B-score at 10 µM. 310,000 tested, 1.1% active. AID 2553, 2010;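 active means B-score under library mean minus 3 SD, initial fluorescence not abnormally high, positive integrated signal ratio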;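 further: B-score derived from integrated fluorescence ratio over the kinetic read; more negative B-score means stronger inhibition of depolarization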
# TRPC4 act: activators of mouse TRPC4 channel, primary screen, Fluo4 calcium, HEK293 TRPC4beta/mu-opioid cells. Short transient receptor potential channel 4 (Mus musculus), Q9QUQ5. Fluo4 calcium fluorescence; active compounds read high. 310,000 tested, 0.49% active. B-score at 10 µM;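 active means B-score above 5 SD of library B-scores, and initial fluorescence ratio not above library mean plus 5 SD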;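 further: positive B-score marks a calcium rise read as TRPC4 activation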
#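 Technique: kinetic Fluo4 calcium fluorescence; Test system: TRPC4beta and mu-opioid receptor HEK293 stable cells; Measure: B-scored integrated calcium fluorescence ratio; Benchmarks: low control buffer alone, high control maximal DAMGO; Schedule: 45 min room-temperature Fluo4 loading, 110 s read.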
# Numbers without * were called inactive; i = inactive; ? = inconclusive; / = not tested or not shown.
SMILES,MrgX1 allo act,TRPC6 activator,MrgX1 antag,HIF activator,TRPC4 inh,MrgX1 ag,AI-2 QS modul,PolyA inh,TRPC4 potent,TRPC6 inhibitor,TRPC4 act
O=C(CCN1C(=O)C2CCCCC2C1=O)Nc1ccc(Br)cc1F (configuration not stated),i,i,i,0.1,i,i,5,i,i,i,i
O=C1CCCCN1CCc1c[nH]c2ccccc12,i,i,i,3.0,i,i,7,i,i,i,i
COc1ccc(C2c3c(ccc4ccccc34)Oc3ncn4nc(-c5ccco5)nc4c32)cc1 (configuration not stated),i,i,i,0.2,i,i,6,i,i,i,i
COC(=O)CC1=NN(c2ccc(OC)cc2)C(=O)/C1=C\c1ccc(Cl)cc1,i,i,i,0.3,i,i,18,i,i,i,i
O=C(C1CCCN(Cc2ccncc2)C1)N1CCc2ccccc2C1 (configuration not stated),i,i,i,-0.2,i,i,4,i,i,i,164*
Cc1cc(C(=O)N/N=C/c2cccn2C)no1,i,i,i,0.5,i,i,27,i,i,i,i
Cc1ccc(CC(=O)NCCCn2ccnc2)cc1,i,i,i,-0.8,i,i,0,i,i,i,i
CCOC(=O)c1cc(-c2ccco2)nc2c1c(C)nn2-c1ccccc1,i,i,i,-0.1,i,i,23,i,i,i,i
COc1ccc(N=C2SC(C(=O)Nc3ccc(F)cc3)CC(=O)N2C)cc1 (configuration not stated),i,i,i,-0.2,i,i,3,i,i,i,i
NC(=O)c1cn(-c2ccccc2)nc1-c1cccnc1,i,i,i,0.0,i,i,9,i,i,i,i
COc1ccc(CCNCC(O)COc2cccc(Br)c2)cc1OC (configuration not stated),i,i,i,0.1,i,i,-1,i,i,i,i
COc1ccc(NC(=O)CSCC(=O)Nc2ccccc2N2CCCC2)cc1,i,i,i,0.7,i,i,23,i,i,i,i
Cc1ccc(NC(=O)/C(=C/c2cccc([N+](=O)[O-])c2)NC(=O)C2CCCCC2)cc1,i,i,i,-0.2,i,i,38,i,i,i,i
N#Cc1ccc(C(c2nnnn2C2CCCC2)N2CCC(Cc3ccccc3)CC2)cc1 (configuration not stated),i,i,i,-1.1,i,i,0,i,i,i,i
COc1ccccc1-[n+]1c(C)cc(/C=C2\Sc3ccccc3N2C)cc1C,i,i,i,/,i,i,?,i,i,i,i
Cc1[nH]c(=S)c(C#N)c2c1CCCC2,i,i,i,-0.3,i,i,2,i,i,i,i
CSc1ccc(/C=C(\C#N)C(=O)Nc2cccc(C)c2)cc1,i,i,i,2.1,i,i,17,i,i,i,i
Cc1cccc(NC(=O)Cc2cccs2)n1,i,i,i,0.3,i,i,18,i,i,i,i
O=S(=O)(c1ccccc1)c1cnc(-c2ccccc2)nc1N1CCCCC1,i,i,i,-0.8,i,i,25,i,i,i,i
Cc1nn(C)c(Sc2ccccc2N)c1[N+](=O)[O-],i,i,i,0.5,i,i,18,i,i,i,i
CCc1nnc(NS(=O)(=O)c2ccc(NC(=S)NC(=O)c3cccnc3)cc2)s1,i,i,i,0.2,i,i,9,i,i,i,i
CCC(=O)N/N=C(\C)CC(=O)Nc1ccc(Cl)cc1,i,i,i,0.4,i,i,23,i,i,i,i
O=c1[nH]cc(-c2ccccc2)c(=O)[nH]1,i,i,i,0.8,i,i,17,i,i,i,i
COc1ccc(OC)c(NC(=O)CCCN2C(=O)C3C4C=CC(C4)C3C2=O)c1 (configuration not stated),i,i,i,-2.0,i,i,9,i,i,i,i
CCC1=NN(C(=O)CCc2ccccc2)C(O)(C(F)(F)F)C1 (configuration not stated),i,i,i,-0.5,i,i,4,i,i,i,i
O=C(c1ccccc1)N1CCC2(CC1)NCCc1[nH]cnc12,i,i,i,0.1,i,i,4,i,i,i,i
CCOC(=O)c1c(/N=C/C2C(=O)CCCC2=O)sc2c1CCCC2,i,i,i,-0.1,i,i,0,i,i,i,i
Cc1cc(C(=O)NNC(=O)Nc2cccc(C(F)(F)F)c2)no1,i,i,i,-0.1,i,i,-90*,i,i,i,i
Clc1cccc(NCc2nnc(SCc3ccccc3)o2)c1,i,i,i,-0.6,i,i,5,i,i,i,i
COC(=O)c1c(N)sc(Cc2ccccc2)c1C,i,i,i,0.6,i,i,-15,i,i,i,i
CCOC(=O)Cn1c2ccc(F)cc2c2nc(C)sc21,i,i,i,0.3,i,i,6,i,i,i,i
COC(=O)c1cc(=O)n(-c2ccc(F)cc2)c(=Nc2ccc(F)cc2)s1,i,i,i,1.0,i,i,40,i,i,i,i
CCCSc1nc(C)cc(C)c1C(N)=O,i,i,i,-0.1,i,i,-7,i,i,i,i
O=Cc1cn(-c2ccccc2)nc1-c1cccnc1,i,i,i,0.7,i,i,19,i,i,i,i
COc1ccc(S(=O)(=O)Nc2ccc(Cc3ccncc3)cc2)cc1OC,i,i,i,-0.3,i,i,31,i,i,i,i
Cc1c(Cc2ccccc2)sc(/N=C/c2c(O)ccc3ccccc23)c1C(N)=O,i,i,-7.6*,0.5,i,i,59,i,i,i,i
COc1ccc(Cn2c(=O)sc3ccccc32)cc1,i,i,i,0.4,i,i,11,i,i,i,i
COCCN1Cc2cccc(C(=O)N3CCN(c4ccccc4)CC3)c2C1=O,i,i,i,0.1,i,i,17,i,i,i,i
CC(=O)c1cccc(NC(=O)COC(=O)COc2ccccc2C)c1,i,i,i,0.1,i,i,16,i,i,i,i
Cc1ccc(OCCNC(=O)Cc2ccc(S(=O)(=O)N3CCOCC3)s2)cc1,i,i,i,-0.3,i,i,37,i,i,i,i
CC1(C)Cc2c(cnn2-c2ccc(F)cc2)C(NC(=O)CCn2cncn2)C1 (configuration not stated),i,i,i,1.5,i,i,10,i,i,i,i
Cc1ccc(C(=O)OCC(=O)Nc2ccc3[nH]c(=O)[nH]c3c2)o1,i,i,i,-0.1,i,i,19,i,i,i,i
O=C(c1ccc(C(F)(F)F)cc1)C1CCCN(C(=O)CCc2ccncc2)C1 (configuration not stated),i,i,i,-0.5,i,i,12,i,i,i,i
O=C(NC(=S)NCC1CCCO1)c1ccccc1[N+](=O)[O-] (configuration not stated),i,i,i,0.2,i,i,7,i,i,i,i
CC(=O)Nc1ccc(N2C(=O)c3cccc4c(O)ccc(c34)C2=O)cc1,i,i,i,-4.3,i,i,35,i,i,i,i
CN(C)Cc1c(O)ccc2c(-c3ccccc3)cc(=O)oc12,i,i,i,0.0,i,i,6,i,i,i,i
COc1ccc(NS(=O)(=O)c2ccc(Cl)s2)cn1,i,i,i,0.1,i,i,36,i,i,i,i
COc1ccc(CN2CCN(CC(O)Cn3c4ccccc4c4ccccc43)CC2)cc1 (configuration not stated),i,i,i,-0.1,i,i,5,i,i,i,79*
COc1ccc(N2CCN(CCCNC(=O)C(=O)c3c(C)n(C)c4ccccc34)CC2)cc1,i,i,i,-0.2,i,i,21,i,i,i,i
C/C(=N\NC(=O)C1(C)CC1(Br)Br)c1ccc(C)cc1C (configuration not stated),i,i,i,-1.1,i,i,6,i,i,i,i

# Next part:
SMILES,MrgX1 allo act,TRPC6 activator,MrgX1 antag,HIF activator,TRPC4 inh,MrgX1 ag,AI-2 QS modul,PolyA inh,TRPC4 potent,TRPC6 inhibitor,TRPC4 act
O=Cc1ccc(OCc2nnsc2Cl)cc1,i,i,i,-0.4,i,i,4,i,i,i,i
N#CC1(Cc2ccc(Cl)cc2)c2ccccc2C=CN1C(=O)c1ccccc1 (configuration not stated),i,i,i,-0.2,i,i,22,i,i,i,i
CCCCOc1ccccc1NC(=O)c1ccco1,i,i,i,-0.1,i,i,13,i,i,i,i
N=C1CCCN1CC(=O)c1ccc(Cl)cc1,i,i,i,1.9,i,i,19,i,i,-5.1*,i
CC(C)(C)c1ccc(OCC(=O)NCc2ccco2)cc1,i,i,i,0.1,i,i,?,i,i,i,i
Cc1ccccc1-n1nc2c(c1NC(=O)C(C)(C)C)CS(=O)(=O)C2,i,i,i,0.3,i,i,15,i,i,i,i
COC(=O)CC1SC(=O)NC1=Nc1ccccc1 (configuration not stated),i,i,i,-0.1,i,i,8,i,i,i,i
O=C(COc1ccccc1)N=C1SC2CS(=O)(=O)CC2N1c1cccc(F)c1 (configuration not stated),i,i,i,-0.2,i,i,14,i,i,i,i
COc1cc(/C=C/c2ccc3cccc(O)c3n2)cc(Br)c1OC,i,i,i,-3.9,i,i,19,i,i,i,i
CCOc1ccc(C(C)NC(=O)c2cccnc2OCC)cc1OCC (configuration not stated),i,i,i,0.0,i,i,22,i,i,i,i
COC(=O)c1cc(C)sc1NC(=O)C1C2C=CC(CC2)C1C(=O)O (configuration not stated),i,i,i,-0.2,i,i,14,i,i,i,i
COCCOC(=O)C1=C(N)OC2=C(C(=O)CC(C)(C)C2)C1c1cccnc1 (configuration not stated),i,i,i,-0.3,i,i,10,i,i,i,i
Nc1nc(SCc2ccc([N+](=O)[O-])cc2)nc2nc3c(cc12)CCCC3,i,i,i,-1.5,i,i,-2,i,i,i,i

# With a hit mark in MrgX1 antag, of those listed so far:
Structure	TRPC6 activator	MrgX1 antag	MrgX1 ag	AI-2 QS modul	PolyA inh	TRPC4 potent	TRPC4 act
Cc1c(Cc2ccccc2)sc(/N=C/c2c(O)ccc3ccccc23)c1C(N)=O	i	-7.6*	i	59	i	i	i

# Part of the list above in order of formula weight, rising:
SMILES,MrgX1 allo act,TRPC6 activator,MrgX1 antag,HIF activator,TRPC4 inh,MrgX1 ag,AI-2 QS modul,PolyA inh,TRPC4 potent,TRPC6 inhibitor,TRPC4 act
O=Cc1ccc(OCc2nnsc2Cl)cc1,i,i,i,-0.4,i,i,4,i,i,i,i
CCCCOc1ccccc1NC(=O)c1ccco1,i,i,i,-0.1,i,i,13,i,i,i,i
CC(C)(C)c1ccc(OCC(=O)NCc2ccco2)cc1,i,i,i,0.1,i,i,?,i,i,i,i

# Compound activity: PubChem BioAssay, several laboratories

# An excerpt; rates above refer to the full screens.
